# High-throughput results (PubChem BioAssay)
# 14-3-3 PPI – modulators of human 14-3-3 gamma - Raf peptide interaction; inhibition, % at 40 µM; FP, 14-3-3gamma / TMR-pS259-Raf peptide binding; P61981; actives 0.19% (n = 160,000); AID 422; in the data active = inhibition above about 30%;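 note: 0% = protein plus tracer without compound and 100% = blank with tracer alone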
# Target sequence (P61981 whole entry, looked up): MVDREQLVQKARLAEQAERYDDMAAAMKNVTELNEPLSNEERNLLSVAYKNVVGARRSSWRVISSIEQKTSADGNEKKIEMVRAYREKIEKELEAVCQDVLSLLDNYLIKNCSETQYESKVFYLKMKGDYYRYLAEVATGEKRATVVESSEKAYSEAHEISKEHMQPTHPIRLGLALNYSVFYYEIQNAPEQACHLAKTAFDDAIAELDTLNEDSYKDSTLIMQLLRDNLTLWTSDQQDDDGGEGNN
# Starred values were filed as active, the others as inactive; & = joins results of further samples. This is a subset (hit frequency here may not be typical).
SMILES,14-3-3 PPI
Cc1ccc(S(=O)(=O)NCc2ccccc2)cc1C(=O)N1CCCCCC1,-4
COC(=O)c1sc(=S)n(-c2cc(Cl)ccc2C)c1N,-3
CC1=C(C(=O)OC2CCCCC2)C(c2ccc([N+](=O)[O-])cc2)n2c(nc3ccccc32)N1 (configuration not stated),-2
Cc1nc(Oc2ccc(Cl)cc2)c(C(=O)O)c(C)c1Cl,-4
COc1cc(C(=O)NCCC(=O)NCCCN2CCCCC2)cc(OC)c1OC,0
COCc1nc2ccccc2n1CCOc1ccccc1OC,-1
CCOC(=O)C(C(=O)OCC)(N1CCOCC1)N1CCOCC1,-2
CN(c1ccccc1C(=O)O)S(=O)(=O)c1ccc2c3c(cccc13)C(=O)N2,1
COc1ccccc1NC(=O)C1=C(C)NC(=S)NC1c1cccc(Br)c1 (configuration not stated),-3
O=C(NCCCN1CCC(Cc2ccccc2)CC1)C1CCN(S(=O)(=O)N2CCOCC2)CC1,-11
CCc1ccc(NC(=O)CSc2nc3c(c(=O)n2-c2ccccc2)SCC3)cc1,-30
c1ccc2c(c1)[nH]c1nc(SCCN3CCCCC3)nnc12,-7
CN1CCN(CC#CC(C)(O)C2CC3C=CC2C3)CC1 (configuration not stated),-4
CCOC(=O)c1cccc(NC(=O)CSc2nnc(CNc3ccc(C)cc3)n2CC)c1,6
CCOc1ccccc1NC(=O)C1=C(C)NC(=S)NC1c1cccc(Cl)c1 (configuration not stated),-8
Cc1ccc(CNC(=O)c2ccc(N3CCN(c4ccccn4)CC3)c([N+](=O)[O-])c2)cc1,-1
O=C(CCCN1C(=O)c2ccccc2C1=O)NCCC1=CCCCC1,5
COc1ccc(NC(=O)c2cc(-c3ccc(Cl)cc3)on2)c(OC)c1,-15
COc1cccc(C2C(=O)N(C3CCC(C)CC3)CC(=O)N2CCc2ccccc2)c1OC (configuration not stated),-5
CC(=O)c1c(C)[nH]c(C(=O)N2CCC(N3CCCCC3)CC2)c1C,5
COC(=O)c1ccc(NC(=O)CCS(=O)(=O)c2ccc(OC)cc2)cc1,-99
O=C(NCc1cccs1)c1cc(-c2ccc(Br)cc2)on1,-15
CN(C)c1ccc(-c2nn3c(C4CCCCC4)nnc3s2)cc1,0
Cc1ccc(-c2noc(CN3CCN(c4ccccn4)CC3)n2)cc1,-10
O=C(NC1c2ccccc2Oc2ccccc21)c1ccc(Br)cc1,7
CC(=O)N(CC(O)c1ccccc1)C1CC(=O)N(c2ccc(Cl)cc2)C1=O (configuration not stated),12
CCOc1ccc(C(=O)NCCC(=O)NCCCC(=O)O)cc1,2
COc1cccc(-c2nc(NCCN3CCOCC3)c3ccccc3n2)c1O,-2
CCOc1ccc(N2C(=O)C3C4C=CC(C4=C(C)C)C3C2=O)cc1 (configuration not stated),-3
COCCN1C(=O)c2ccccc2C(C(=O)NC2CCCCC2)C1c1ccc(F)cc1 (configuration not stated),-5

# Taken from the results shown (7 entries):
SMILES,14-3-3 PPI
Cc1ccc(-c2noc(CN3CCN(c4ccccn4)CC3)n2)cc1,-10
O=C(NC1c2ccccc2Oc2ccccc21)c1ccc(Br)cc1,7
CC(=O)N(CC(O)c1ccccc1)C1CC(=O)N(c2ccc(Cl)cc2)C1=O (configuration not stated),12
CCOc1ccc(C(=O)NCCC(=O)NCCCC(=O)O)cc1,2
COc1cccc(-c2nc(NCCN3CCOCC3)c3ccccc3n2)c1O,-2
CCOc1ccc(N2C(=O)C3C4C=CC(C4=C(C)C)C3C2=O)cc1 (configuration not stated),-3
COCCN1C(=O)c2ccccc2C(C(=O)NC2CCCCC2)C1c1ccc(F)cc1 (configuration not stated),-5

# Next part:
SMILES,14-3-3 PPI
Cc1ccc(Cl)cc1N1C(=O)C(N2C(=O)c3cccc([N+](=O)[O-])c3C2=O)C1c1cccs1 (configuration not stated),0
CC(=O)Nc1nnc(SCC(=O)c2ccccc2)s1,-1
Cc1c(OCC#N)ccc2c3c(c(=O)oc12)CCC3,-26
O=c1c2cnn(-c3ccccc3)c2ncn1Cc1ccccn1,-4
Cc1sc2ncn(CC(=O)Nc3ccc4c(c3)OCCO4)c(=O)c2c1S(=O)(=O)N1CCOCC1,-5
CC1=C(C(=O)OC2CCCCC2)C(c2ccccc2Cl)n2ncnc2N1 (configuration not stated),3
CCOC(=O)Cc1csc(NC(=O)C2CCCCC2C(=O)O)n1 (configuration not stated),-3&4
C=CCn1c(COc2ccccc2C)nc2ccccc21,1
CN(CC(=O)Nc1ccccc1F)S(=O)(=O)c1cccs1,-1
Cc1ccc(-c2cn(-c3ccc(C)c(F)c3)c(=O)[nH]2)cc1,-29
CCCn1c2ccccc2c2nnc(SCC(=O)Nc3cccc4ccccc34)nc21,-39
Cc1[nH]c2ccccc2c1SCCNC(=O)c1ccc(Br)o1,-6
Cc1cc(C)nc(/N=C(\N)Nc2ccc(F)cc2)n1,-26
O=C(Nc1cccc([N+](=O)[O-])c1)c1cc(S(=O)(=O)Nc2cccc(F)c2)ccc1Cl,3
COC(=O)CCC(=O)Nc1ccc(S(=O)(=O)N2CCC(C)CC2)cc1,-19
COc1ccc(NC(=O)c2ccc(C(=O)O)cc2C(=O)O)c(OC)c1,-10
CC1=C(C(=O)OCc2ccccc2)C(c2cccc(Br)c2)NC(=O)N1 (configuration not stated),-1
COc1cccc(C2C3=C(CC(C)(C)CC3=O)Nc3nc(SCc4cccc(C)c4)[nH]c(=O)c32)c1 (configuration not stated),3
O=C1c2ccccc2-c2onc3c(N4CCCCC4)cc(Nc4ccc5c(c4)OCCO5)c1c23,-54
O=C(NCc1ccc2c(c1)OCO2)C1CCN(S(=O)(=O)c2cccc3cccnc23)CC1,-37
CCOC(=O)c1c(NC(=O)c2cccc([N+](=O)[O-])c2C)sc2c1CCC(CC)C2 (configuration not stated),-8
Cc1ccc(-n2cc(-c3ccccc3)c3c(NCC4CCCO4)ncnc32)cc1Cl (configuration not stated),-4
Cc1cc(C)c2nc(N3CCN(C)CC3)c(C#N)cc2c1,-5
Cc1ccc2cc3cc(C(=O)NC4CCN(Cc5ccccc5)CC4)sc3nc2c1,-34
COc1cc2nc(SCC(=O)Nc3cccc(C(F)(F)F)c3)n3nc(C)nc3c2cc1OC,0
O=C(CN(CCc1ccccc1)S(=O)(=O)c1ccc(Br)cc1)N1CCN(c2ccccc2)CC1,-11
CC(=O)Nc1ccc(NC(=O)c2c(C)nc3ccccn23)cc1,-9
Brc1ccc(-c2csc(Nc3ccc4c(c3)OCO4)n2)cc1,-3
C=CCSc1nnc2c(n1)OC1(CCCCC1)Nc1ccc(Br)cc1-2,3
O=C1C=C(O)CC(c2ccc(Cl)c(Cl)c2)C1 (configuration not stated),-2
CC12CC(c3cc(Cl)ccc3O1)N(C(=O)c1ccco1)C(=S)N2c1ccccc1 (configuration not stated),-16
COc1ccc(S(=O)(=O)N2CCCC(C(=O)Nc3ccc(OC)c(OC)c3)C2)cc1 (configuration not stated),-1
CCOC(=O)N1CCN(S(=O)(=O)c2cccs2)CC1,0
CC(=O)Nc1ccc(S(=O)(=O)N2CCN(C(=O)c3cccc([N+](=O)[O-])c3)CC2)cc1,-8
COCC(=O)N(Cc1nc2ccccc2c(=O)[nH]1)Cc1cccs1,-6
CCN(CC)c1ccc(NC(=O)c2[nH]c(C)c(C(C)=O)c2C)c(C)c1,0&-11
Cc1cccc(C)c1OCC(=O)Nc1ccc(C(N)=O)cc1,-3
CCOc1ccc(-n2c(SCc3ccc(C(=O)OC)o3)nc3c(c2=O)SCC3)cc1,-6
O=C(CSc1nc2[nH]ncc2c(=O)n1-c1ccc(Cl)cc1)c1ccc(Br)cc1,-16
O=C(OCn1nnc2ccccc2c1=O)C1CCN(S(=O)(=O)c2cccs2)CC1,-2
CC1CCCN(S(=O)(=O)c2ccc(C(=O)Nc3sc4c(c3-c3nc5ccccc5s3)CCN(C(C)C)C4)cc2)C1 (configuration not stated),-51
CCOc1ccccc1C(=O)Nc1ccc(S(=O)(=O)N2CCCCC2C)cc1 (configuration not stated),0
CC(=O)c1ccc(NC(=O)CCC(=O)OCC(F)(F)C(F)F)cc1,-4
CCOc1ccc2nc(NC(=O)c3ccc(OC)cc3)sc2c1,0
COc1cc(-n2cnc3cc(C(=O)NCCC4=CCCCC4)ccc32)cc(OC)c1OC,-23
COc1ccc(Cl)cc1-n1cnc2cc(C(=O)NC3CCCC3)ccc21,-58
COc1ccc(OC)c(CNC(=O)C2CCCN(S(=O)(=O)N3CCC(C)CC3)C2)c1 (configuration not stated),-2
C=CC(c1ccccc1)C(C(=O)c1ccccc1)N(C)C (configuration not stated),0
CCCCNC(=O)Cn1ncc2c(=O)oc3ccccc3c21,0
COC(=O)Cc1c(C)c2cc(Cl)c(OC(=O)c3ccco3)cc2oc1=O,4

# (cont.)
SMILES,14-3-3 PPI
Cc1ccc(N(CCO)S(=O)(=O)c2ccc(NC3=NS(=O)(=O)c4ccccc43)cc2)cc1,2
O=C(NCC1CCCO1)c1ccc(Cn2c(SCc3cccc(F)c3)nc3ccccc3c2=O)cc1 (configuration not stated),7
COc1ccc(C2C(C(=O)Nc3ccc(Br)cc3C)c3ccccc3C(=O)N2C)cc1 (configuration not stated),-24
O=C(CSc1nc2ccccc2[nH]1)c1ccco1,-6
OCc1cnn(-c2ccccc2)n1,-29
O=C1c2ccc(Oc3cccc([N+](=O)[O-])c3)cc2C(=O)N1c1ccccc1C(F)(F)F,0
Cc1cc(CCC(=O)O)c(C)cc1CCC(=O)O,-1
Cc1ccnc(NS(=O)(=O)c2ccc(NS(=O)(=O)c3cccs3)cc2)n1,-2&-39
Cc1ccc(NC(=O)C(=O)NCC(C)C)cc1C,-1
COc1ccc(Cl)cc1NC(=O)CSc1nc2c(c(=O)n1-c1ccc(Cl)cc1)SCC2,-9
CCOC(=O)c1cnc2c(C)cc(C)cc2c1Nc1cccc(Cl)c1,1
CC(C)(C)NC(=O)c1ccc2c(c1)N(CC(=O)N1CCN(c3ccccc3F)CC1)C(=O)C(C)(C)O2,-1
NC(=O)C1(N2CCCCC2)CCN(c2ccc(N3C(=O)C4CCCCC4C3=O)cc2[N+](=O)[O-])CC1 (configuration not stated),2
COC(=O)c1[nH]c2cccc(OC)c2c1NC(=O)CN1CC2(C)CC1CC(C)(C)C2 (configuration not stated),0
COc1ccc2c(c1)C1C=CCC1C(C(=O)O)N2 (configuration not stated),-254
CCc1ccc(NC(=O)CCS(=O)(=O)c2ccc(Br)s2)cc1,-1
CC12CC(NC(=O)N1c1cccc(C(=O)Nc3ccc(F)cc3)c1)c1cc(Cl)ccc1O2 (configuration not stated),-1
COc1cc(Cl)c(S(=O)(=O)N2CCN(Cc3ccc4c(c3)OCO4)CC2)cc1Cl,3
COc1cccc(NC(=O)Nc2cc(S(=O)(=O)N3CCC(C)CC3)ccc2N2CCC(C)CC2)c1,2
CCC1=Nc2cc(C(=O)NCCCN3CCC(C)CC3)ccc2Sc2ccc(C)cc21,-26

# Entries shown so far containing a nitro group on carbon (8):
SMILES,14-3-3 PPI
CC1=C(C(=O)OC2CCCCC2)C(c2ccc([N+](=O)[O-])cc2)n2c(nc3ccccc32)N1 (configuration not stated),-2
Cc1ccc(CNC(=O)c2ccc(N3CCN(c4ccccn4)CC3)c([N+](=O)[O-])c2)cc1,-1
Cc1ccc(Cl)cc1N1C(=O)C(N2C(=O)c3cccc([N+](=O)[O-])c3C2=O)C1c1cccs1 (configuration not stated),0
O=C(Nc1cccc([N+](=O)[O-])c1)c1cc(S(=O)(=O)Nc2cccc(F)c2)ccc1Cl,3
CCOC(=O)c1c(NC(=O)c2cccc([N+](=O)[O-])c2C)sc2c1CCC(CC)C2 (configuration not stated),-8
CC(=O)Nc1ccc(S(=O)(=O)N2CCN(C(=O)c3cccc([N+](=O)[O-])c3)CC2)cc1,-8
O=C1c2ccc(Oc3cccc([N+](=O)[O-])c3)cc2C(=O)N1c1ccccc1C(F)(F)F,0
NC(=O)C1(N2CCCCC2)CCN(c2ccc(N3C(=O)C4CCCCC4C3=O)cc2[N+](=O)[O-])CC1 (configuration not stated),2

# Three entries from above, with bars between the fields:
molecule | 14-3-3 PPI
CC12CC(NC(=O)N1c1cccc(C(=O)Nc3ccc(F)cc3)c1)c1cc(Cl)ccc1O2 (configuration not stated) | -1
COC(=O)c1[nH]c2cccc(OC)c2c1NC(=O)CN1CC2(C)CC1CC(C)(C)C2 (configuration not stated) | 0
COc1cccc(NC(=O)Nc2cc(S(=O)(=O)N3CCC(C)CC3)ccc2N2CCC(C)CC2)c1 | 2

# New compounds follow.
SMILES,14-3-3 PPI
Cc1ccc(C)c(Cn2c(=O)n(CCC(=O)NCc3ccccc3)c(=O)c3sccc32)c1,1
O=C(Nc1ccc(-c2nc3ccccc3o2)cc1)c1cc([N+](=O)[O-])ccc1Cl,-316
CC(CS(=O)(=O)c1ccccc1)N1CCOCC1 (configuration not stated),-2
OCCn1c(CSc2nnc(-c3ccco3)n2-c2ccccc2)nc2ccc(Cl)cc21,-27
CCOc1nc(-c2ccc(OC)cc2)ccc1-c1noc(-c2cc(OC)c(OC)c(OC)c2)n1,-38
Cc1ccnc(NC(c2ccccn2)c2ccc3cccnc3c2O)c1 (configuration not stated),2
Cc1ccc(S(=O)(=O)Nc2ccccc2CNC2CCCCC2)cc1,1
Cc1cc(S(=O)(=O)NCCN(C)C)c(C)s1,-6
CCOC(=O)c1c(NC(=O)CCc2ccc(OC)cc2)sc2c1CCC(C)C2 (configuration not stated),-9
COc1ccc2cc(C#N)c(Nc3ccc(OC)c(OC)c3)nc2c1,-2
Cc1cc(=O)[nH]c(SCc2ccc(Cl)cc2)n1,-9
CC1CCN(C(=O)C(C(C)C)N2C(=O)c3ccccc3C2=O)CC1 (configuration not stated),7
Cc1ccc(NC(=O)c2cc3ccccc3oc2=O)c(Br)c1,-1
COc1cccc(CC(CC(=O)O)C(=O)Nc2ccc([N+](=O)[O-])cc2)c1 (configuration not stated),7
Cc1cc(C)c2oc(-c3ccc(C)c(N=Cc4cc([N+](=O)[O-])ccc4O)c3)nc2c1,-17
CCCNCc1nc(-c2ccc(C)cc2)no1,1
CC(C)(Oc1ccc(Cl)cc1)C(=O)NCCCn1ccnc1,4
CCCn1c2ccccc2c2nnc(SCN3C(=O)c4ccccc4C3=O)nc21,-4
Cc1cc(NO)nc(-c2ccc(Br)cc2)n1,-7
Cc1ccc(C(=O)Nc2ccccc2)cc1S(=O)(=O)Nc1ccc(Cl)cc1,1
C=CCNC(=O)c1cccc(Br)c1,-8
CC1CC(C)(C)N(C(=O)CN2C(=O)c3ccccc3C2=O)c2ccccc21 (configuration not stated),-1
